MRP resist rev – reversal of MRP1-mediated doxorubicin resistance, primary screen, H69AR cells, doxorubicin co-treatment; AID 602, 2007; 85,000 tested, 0.04% active; differential viability (reversal), % at 10 µM; H69AR cells + 2 uM doxorubicin, CellTiter-Glo, 72 h;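 active = viability drop by adding the cancer drug above about 55%, with treated viability meeting a 40% cutoff, limit read from the data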;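 also: viability without doxorubicin minus viability with 2 µM doxorubicin for each compound; larger differential means the compound sensitizes cells more to doxorubicin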
Bcl-B displacement – displacers of TR3 peptide from Bcl-B, primary screen, selectivity assay for Bfl-1 inhibitor project, biochemical, fluorescence polarization. Bcl-2-like protein 10 (Homo sapiens). FP displacement of FITC-TR3 peptide from Bcl-B; higher % means a stronger effect. displacement, % at 20 µM; hits with a dose series show IC50 in µM. 96,000 tested, 0.11% active;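 active = displacement above 50% at 20 µM plus a fluorescence interference ratio under 1.5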;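 also: plate controls were wells without compound for no effect and wells lacking Bcl-B protein for full effect; a part of the inactive calls stands beside numbers as strong as those of hits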
NFkB transloc pot – enhancers of NFkB p65 translocation in HUVEC – imaging, IL-1B stimulus, high-content imaging, primary screen. 94,000 tested, 0.3% active. activation, % at 2 µM. HUVEC IL-1B NFkB p65 nuclear translocation imaging. AID 819, 2007;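 active = activation above 40%, about the mean plus 3 SD, also judged a hit on visual image review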;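 also: percent activation is computed from the nuclear over cytoplasmic p65 intensity ratio; values of inactives mirror those of a sister screen read the other way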
PLAP inhibitors HTS – PLAP enzyme inhibitors, biochemical, luminescence, HTS (AID 690) | Alkaline phosphatase, placental type (Homo sapiens) | purified PLAP, luminescent substrate; higher % means a stronger effect | inhibition, % at 20 µM, or IC50 in µM where a hit was titrated | 96,000 tested, 0.08% active; in the data active = a potency from the dose series; inactive = the rest, 99 in 100 with inhibition below about 30%; also: strong numbers were not always called active
NFkB transloc inh – inhibitors of IL-1B driven NFkB p65 nuclear import, primary screen, imaging, HUVEC, IL-1B stimulus, high-content imaging | 94,000 tested, 0.43% active | HUVEC IL-1B NFkB p65 nuclear translocation imaging | AID 796, 2007 | inhibition, % at 2 µM;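 active = inhibition above about 30% together with a positive call from visual inspection of the well image, limit read from the data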;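 also: nuclear over cytoplasmic p65 intensity ratio measured by imaging; 0% = IL-1B stimulated DMSO wells and 100% = unstimulated DMSO wells; values of inactives mirror those of a sister screen read the other way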
MRP resist rev cytotoxicity – also measured in MRP resist rev; calls as there; viability, %; H69AR cells, CellTiter-Glo, 72 h; measured here: cytotoxicity without doxorubicin
MRP resist rev with doxorubicin – also measured in MRP resist rev; calls as there; viability, %; measured here: viability with 2 uM doxorubicin; active compounds read low
NFkB transloc inh cell count 2 µM – recorded beside NFkB transloc inh, whose call it bears; cell count; measured here: cells passing quality filter;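 raw number of nuclei counted in each imaged well without normalization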
NFkB transloc pot cell count 2 µM – also measured in NFkB transloc pot; calls as there; cell count; measured here: cells passing quality filter
Active calls of the source: *; x = not tested or not shown. An excerpt (hit frequency here may not be typical).

SMILES	MRP resist rev	MRP resist rev cytotoxicity	MRP resist rev with doxorubicin	Bcl-B displacement	NFkB transloc pot	NFkB transloc pot cell count 2 µM	PLAP inhibitors HTS	NFkB transloc inh	NFkB transloc inh cell count 2 µM
Cc1cc(NC(=O)C2CC(c3ccc(F)cc3)=NO2)no1 (stereo unspecified)	-12.5	93.3	105.8	-6.7%	5.7	178	0.1%	-5.7	178
COc1ccc(N(C(=O)C(C)C)S(=O)(=O)c2cccs2)cc1	-39.8	17.5	57.3	-11.1%	14.0	176	-19.6%	-14.0	176
CCCSC1=C(C#N)C(c2ccccc2OCC)CC(=O)N1 (stereo unspecified)	-1.6	72.0	73.6	0.1%	-12.8	130	16.8%	12.8	130
COc1ccc(N2CCN(C(=O)c3csc4ccccc34)CC2)cc1	x	x	x	-9.1%	1.2	104	-7.6%	-1.2	104
CN(C)Cc1ccccc1C1(O)c2ccccc2CSc2ccccc21 (stereo unspecified)	x	x	x	-1.1%	7.0	159	-6.4%	-7.0	159
CC(C)C(NC(=O)c1ccco1)C(=O)NCC(c1ccco1)N(C)C (stereo unspecified)	x	x	x	0.8%	9.0	151	4.2%	-9.0	151
O=C(Nc1ccc(Cn2nnc3ccccc32)cc1)c1ccco1	1.8	94.8	93.0	4.3%	15.0	136	23.4%	-15.0	136
NC(=O)CSc1nnnn1CC(CC(=O)O)c1ccccc1 (stereo unspecified)	x	x	x	x	2.1	118	x	-2.1	118
O=C(NCc1cccnc1)c1ccc(COc2ccccc2Br)o1	5.9	72.2	66.3	3.9%	15.7	136	-34.4%	-15.7	136
OCCSc1c(F)c(SCCO)c(SCCO)c(F)c1SCCO	6.0	89.4	83.3	-6.4%	5.6	130	-18.0%	-5.6	130
CCCCN(CC)C(=O)CSc1nc2ccccc2c(=O)n1CC1COc2ccccc2O1 (stereo unspecified)	2.4	60.8	58.4	-2.7%	4.4	167	-16.8%	-4.4	167
Cc1cc(C)n(CC(O)Cn2c3ccc(Br)cc3c3cc(Br)ccc32)c(=O)n1 (stereo unspecified)	-9.8	92.4	102.2	-29.1%	5.6	162	-64.4%	-5.6	162
O=C(c1ccc(Cl)c(Cl)c1)c1cc(-c2ccccn2)c(N2CCOCC2)s1	x	x	x	-16.0%	10.2	182	-7.6%	-10.2	182
Cc1cc(NCCN2CCOCC2)n2ncc(-c3ccccc3)c2n1	-14.2	25.4	39.6	0.8%	-6.5	83	-39.4%	6.5	83
CCOC(=O)c1ccccc1NC(=O)CCNC(=O)Cn1cnc2ccccc2c1=O	8.7	100.0	91.3	-7.2%	21.5	93	-8.2%	-21.5	93
O=C(N1CCOCC1)N1c2ccccc2CC(N2CCOCC2)c2ccccc21 (stereo unspecified)	5.9	93.7	87.8	-3.6%	-2.5	85	-47.9%	2.5	85
CCC(=O)NC(=S)Nc1ccc(S(=O)(=O)NC(C)=O)cc1	x	x	x	-14.2%	-3.0	147	-2.5%	3.0	147
C=CCn1c(SCc2ccc([N+](=O)[O-])cc2)nnc1C(C)NC(=O)c1ccccc1 (stereo unspecified)	x	x	x	3.2%	11.4	199	0.9%	-11.4	199
COc1cc(C2C(C(N)=O)=C(C)Nc3nc(CCCO)nn32)cc(OC)c1OC (stereo unspecified)	5.0	104.6	99.6	19.5%	-3.2	147	2.5%	3.3	147
C=CCn1c(SC2CCOC2=O)nc2scc(C3CC3)c2c1=O (stereo unspecified)	-0.5	99.1	99.6	-84.0%	21.9	128	-61.7%	-21.9	128
Cc1cc(=O)[nH]c(N=N/C(=N/Nc2ccccc2C)c2ccccc2)n1	-9.0	25.9	34.9	-2.3%	13.5	202	-7.8%	-13.5	202
Cc1ccc(Nc2nc(-c3sc(NC(=O)c4ccccc4)nc3C)cs2)cc1	x	x	x	-8.7%	-6.6	156	1.3%	6.6	156
CCOC(=O)c1cnc2c(ccc3ccccc32)c1NCCO	-22.4	49.7	72.1	x	-4.9	96	x	4.9	96
CC1CCN(C(=O)Cn2c(=O)n(CCc3ccccc3)c(=O)c3ccccc32)CC1	15.5	43.8	28.2	-7.8%	7.1	166	23.6%	-7.1	166
c1nc(N2CCCCCC2)c2[nH]cnc2n1	2.6	99.0	96.3	0.7%	x	x	-80.4%	x	x
CCOC(=O)C1CCCN(c2ncnc3c2oc2ccccc23)C1 (stereo unspecified)	2.8	94.0	91.1	-11.5%	4.2	101	-24.1%	-4.2	101
Cc1ccsc1C(=O)Nc1nnc(-c2ccco2)o1	-20.9	41.0	62.0	0.1%	2.0	133	-14.4%	-2.0	133
COc1ccc2[nH]c(=O)c(CN(C(=O)NC3CCCCC3)C3CCCCC3)cc2c1	-6.8	89.7	96.5	-2.3%	x	x	-27.7%	x	x
CCOC(=O)N1CCN(C(=O)c2ccc(OCC)c(OCC)c2)CC1	-12.2	57.3	69.6	x	13.2	93	x	-13.3	93
O=S1(=O)CCN(Cc2ccc(Cl)c(Cl)c2)CC1	x	x	x	-12.8%	-0.7	147	-15.0%	0.7	147
Cc1cccc(C)c1OCC(=O)NNC(=O)c1ccoc1C	x	x	x	-17.4%	-5.7	120	-82.8%	5.7	120
CCOC(=O)C(/C=C(\C#N)C(=O)OCC)=C(/N)N1CCN(c2ccc(Cl)cc2)CC1	9.4	62.6	53.2	-7.6%	25.5	186	-71.7%	-25.5	186
CC1CCCN(C(=O)CCCn2c(=S)[nH]c3ccccc3c2=O)C1 (stereo unspecified)	13.1	97.1	84.0	7.2%	4.3	176	-57.1%	-4.3	176
COc1ccccc1NC(=O)N(C1CCCC1)C1CCN(C(C)=O)CC1	8.2	89.4	81.3	-4.5%	5.9	67	-4.7%	-5.9	67
Cc1cc(C)n(CC(=O)c2ccccc2)c(=O)c1C#N	-1.4	87.8	89.2	-4.1%	-5.6	166	9.1%	5.6	166
CC(C)[C@H](N)c1nnc(SCc2ccc(Cl)cc2)o1	7.7	94.8	87.1	10.8%	1.0	90	10.3%	-1.0	90
COc1ccc(/C(C)=C2/SC(=S)N(CCC(=O)O)C2=O)cc1	-18.9	71.8	90.6	1.5%	12.2	181	1.1%	-12.2	181
O=C(c1ccc(Br)cc1)c1cc([N+](=O)[O-])ccc1N1CCCCC1	x	x	x	-2.5%	-9.1	53	-3.5%	9.1	53
CCCCC(=NCCO)C1=C(O)C(C(=O)OC)C(C)(C)CC1=O (stereo unspecified)	6.1	89.4	83.4	0.0%	0.3	178	-8.8%	-0.3	178
COc1ccc(CCn2c(=N)c(C(=O)NCc3ccco3)cc3c(=O)n4ccccc4nc32)cc1	x	x	x	0.0%	-11.1	124	-21.4%	11.1	124
Cn1c(CN2CCCC2)nc2cc(NC(=O)COc3ccccc3)ccc21	x	x	x	-3.4%	7.1	169	8.6%	-7.1	169
Cc1nnc2ccc(N3CCN(c4cccc(C(F)(F)F)c4)CC3)nn12	-2.9	57.8	60.7	-5.3%	x	x	-41.0%	x	x
CN(C(=O)COc1ccc(C(C)(C)C)cc1)C1CCS(=O)(=O)C1 (stereo unspecified)	-8.3	80.6	88.9	-0.8%	-3.4	153	-33.7%	3.4	153
Cc1cc(C)cc(N(CC(=O)NCC2CCCO2)S(=O)(=O)c2c(C)noc2C)c1 (stereo unspecified)	10.6	92.5	81.9	10.2%	7.1	184	-53.6%	-7.1	184
C=CCn1c(Cc2ccc(OC)cc2)nnc1SCC(=O)NCCc1ccccc1	4.8	98.7	93.9	1.6%	2.7	154	-3.4%	-2.7	154
CC1(C)CC(=O)CC(C)(C)N1OC(=O)c1ccco1	5.0	99.2	94.3	-6.3%	-8.2	53	15.7%	8.3	53
Nc1nnnn1/N=C/c1ccccc1OCc1ccccc1	8.5	93.9	85.3	-8.6%	23.4	173	21.9%	-23.4	173
N#CCCN1CCN(C(=S)c2ccc(-c3ccc(Cl)cc3)o2)CC1	5.3	86.2	80.8	-5.5%	-9.3	108	-54.8%	9.3	108
CCCN(CCC)C(=O)C1CCN(c2cc(C)nc3c(-c4ccc(OC)c(OC)c4)c(C)nn23)CC1	1.6	34.2	32.6	-4.5%	4.9	63	-41.8%	-4.9	63
C=CCOc1ccc(CNc2nn[nH]n2)cc1OC	x	x	x	-1.5%	0.5	135	-4.1%	-0.5	135

New compounds follow.
SMILES	MRP resist rev	MRP resist rev cytotoxicity	MRP resist rev with doxorubicin	Bcl-B displacement	NFkB transloc pot	NFkB transloc pot cell count 2 µM	PLAP inhibitors HTS	NFkB transloc inh	NFkB transloc inh cell count 2 µM
CCOC(=O)C1=NN(c2ccc(Cl)cc2)C(c2ccccc2)CC1=O (stereo unspecified)	0.7	76.6	76.0	x	9.1	168	x	-9.1	168
CCOC(=O)c1c(NC(=O)CC)sc(C(C)=O)c1C	-3.9	81.9	85.8	5.2%	8.8	171	-42.5%	-8.8	171
O=C(O)C1CC(=O)N(c2ccc(OCc3ccc(Cl)cc3Cl)cc2)C1 (stereo unspecified)	4.0	94.5	90.5	-2.8%	x	x	-65.3%	x	x
COc1nc(C)nc2c1ccc1ccccc12	13.6	103.6	90.0	x	12.6	147	x	-12.6	147
COCCn1c(SCC(=O)NCc2ccco2)nnc1C(C)C	4.3	94.9	90.6	x	1.6	113	x	-1.6	113
COc1ccc(Cl)c(Cn2c(NCc3ccccn3)nc3c2c(=O)n(C)c(=O)n3C)c1	6.3	92.8	86.5	-6.3%	-6.6	156	-16.0%	6.6	156
CCN(CC)C(=O)COc1ccc(S(=O)(=O)N2CCOCC2)cc1	10.4	100.1	89.7	-10.8%	1.8	173	-7.1%	-1.8	173
Cc1ccc(-c2csc(/C(C#N)=C(\O)CN3CCN(C(=O)c4ccco4)CC3)n2)cc1	-8.2	104.6	112.8	13.9%	x	x	-49.2%	x	x
COc1ccc(C(=O)Nc2ccccc2N2CCOCC2)cc1Br	13.2	93.8	80.6	-19.7%	7.3	133	x	-7.3	133
O=C(c1cccc(Cl)c1)N1CCN(c2ccccn2)CC1	-5.0	99.9	104.8	-4.4%	-1.7	141	-14.2%	1.7	141
O=C(CSc1n[nH]c(-c2cccs2)n1)N1CCN(S(=O)(=O)c2ccc3ccccc3c2)CC1	-9.2	102.0	111.2	7.9%	-3.1	172	-49.9%	3.1	172
O=C1N=C(N2CCCCC2)SC1=C1CCCCC1	-5.3	80.5	85.8	21.7%	5.0	183	-18.7%	-5.0	183
C=CCn1c(SCC(=O)NCCOC)nc2scc(-c3ccco3)c2c1=O	1.2	81.6	80.4	4.1%	-9.5	137	-68.1%	9.5	137
CC(=O)c1ccc(C(=O)Nc2ccc(N3CCOCC3)cc2)cc1	2.4	96.0	93.5	1.5%	-6.0	70	-5.3%	7.9	70
